Source: PubChem BioAssay (National Center for Advancing Translational Sciences (NCATS))
Caspase-7 inhib: allosteric or competitive inhibitors of human caspase-7; recombinant caspase-7, Ac-DEVD-AFC fluorescence rate; AID 889; actives 0.02% (n = 75,000); Potency, µM (top dose mostly 57.5 µM), for inactives: at the highest dose activity change, negative = inhibition, hits mostly inhibitors; P55210; active means well fitted inhibition curve with a large enough effect in the main read-out, with a control signal flat, not every such curve was filed as active; inconclusive means small, poorly fitted or top-dose-only effect, or a change in a side signal; further: potency means the concentration at half of the fitted maximal effect; % of control where 0% means no effect
Target sequence (P55210 24-198 limits assumed): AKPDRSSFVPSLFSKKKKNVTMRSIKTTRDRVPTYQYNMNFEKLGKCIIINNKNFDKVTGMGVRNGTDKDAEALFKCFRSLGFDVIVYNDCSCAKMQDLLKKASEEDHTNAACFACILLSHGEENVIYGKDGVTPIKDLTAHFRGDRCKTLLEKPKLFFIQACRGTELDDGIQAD
Target sequence (P55210 207-303 limits assumed): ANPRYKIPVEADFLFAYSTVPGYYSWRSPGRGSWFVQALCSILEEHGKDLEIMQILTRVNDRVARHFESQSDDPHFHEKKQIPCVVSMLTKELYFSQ
BRCT PPI red: BRCT-phosphoprotein interaction inhibition (red fluorophore) | P38398 | BRCT-phosphopeptide binding, red fluorescence polarization | Potency, µM (highest dose often 76.9 µM), inactives show at the top dose activity change, negative = inhibition, hits mostly inhibitors | actives 0.03% (n = 75,000) | AID 892; further: on the % scale 0 is the no-effect control and ±100 the full control effect
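Fluorescence polarization: 100 nM His-tagged BRCA1 BRCT with 100 nM TAMRA-labelled phospho-BACH1 decapeptide, phosphate buffer pH 7.3 with 150 mM NaCl, DTT, 0.01% Tween 20; 12 min RT. Binding inhibition seen as FP decrease.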
USP2a inh: blocks human ubiquitin-specific protease USP2a. O75604. USP2a enzymatic assay, qHTS inhibition. Potency, µM (highest dose often 38.3 µM), without a hit: top-dose activity change, negative = inhibition, most hits filed as inhibitors. actives 0.1% (n = 60,000);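 further: potency means the concentration at half of the fitted maximal effect; nearly all actives have a fitted effect of over 60% in size; plate controls were DMSO for no effect and NEM full inhibition control for full effect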
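20 nM USP2 core + cpd, 30 min RT; add 20 nM Ub-PLA2/20 uM NBD C6-HPC; read Ex460/Em535 at 0 h and 2.5 h. Normalized to NEM; qHTS curve fit/classification.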
Luciferase inh: inhibitors of firefly luciferase; AID 411; actives 2.2% (n = 72,000); purified firefly luciferase, luminescence, 8 min; Potency, µM (highest dose often 57.1 µM), for inactives: top-dose activity change, negative = inhibition, usual class: inhibitors; further: potency means the concentration at half of the fitted maximal effect; on the % scale 0 is the no-effect control and ±100 the full control effect; nearly all actives have a fitted effect of over 40% in size
Target sequence (P08659 whole entry, looked up): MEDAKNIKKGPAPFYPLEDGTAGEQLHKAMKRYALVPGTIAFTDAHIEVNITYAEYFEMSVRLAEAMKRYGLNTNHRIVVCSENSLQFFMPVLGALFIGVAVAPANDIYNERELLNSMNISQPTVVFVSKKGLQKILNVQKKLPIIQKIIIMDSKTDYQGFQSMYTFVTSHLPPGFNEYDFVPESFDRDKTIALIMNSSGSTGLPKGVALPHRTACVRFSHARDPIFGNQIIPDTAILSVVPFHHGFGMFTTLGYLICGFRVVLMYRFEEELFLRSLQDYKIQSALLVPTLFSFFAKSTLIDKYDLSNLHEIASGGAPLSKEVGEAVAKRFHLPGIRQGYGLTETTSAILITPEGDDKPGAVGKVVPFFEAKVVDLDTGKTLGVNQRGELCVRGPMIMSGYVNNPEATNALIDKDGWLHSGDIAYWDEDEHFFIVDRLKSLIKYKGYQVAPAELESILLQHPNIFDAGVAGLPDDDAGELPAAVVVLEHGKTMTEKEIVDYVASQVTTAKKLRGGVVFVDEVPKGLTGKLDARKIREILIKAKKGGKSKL
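Luminescence read-out after 8 min at room temperature; enzyme reaction used luciferin plus 10 uM ATP (linear range) in imidazole buffer pH 7.2 with KCl, MgCl2, Tween 20 and BSA. Each sample was run as a titration.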
Tau filament bind: tau filament binding; recombinant tau filaments, thioflavin S fluorescence, 15 h; filaments grown with octadecylsulfate alongside compound; Potency, µM (series often up to 57.1 µM), inactives show top-dose activity change, negative = inhibition; actives 2% (n = 71,000); P10636;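 further: potency means the concentration at half of the fitted maximal effect; on the % scale 0 is the no-effect control and ±100 the full control effect; actives lower thioflavin S fluorescence by blocking filaments or displacing dye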
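Thioflavine S fluorescence (ex 450, em 510 nm) reports filaments formed from 1 uM human tau plus 30 uM ODS over 15 h at 37 C (10 mM HEPES pH 7.4, 100 mM NaCl, 5 mM DTT); compounds displacing dye or blocking filaments lower signal.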
Casp1 inh: blocks human caspase-1 allosterically or competitively; Caspase-1 enzyme, Ac-WEHD-AFC fluorogenic rate; actives 0.03% (n = 75,000); AID 900; Potency, µM (titrated, usually from 57.5 µM), for inactives: at the highest dose activity change, negative = inhibition, most hits filed as inhibitors;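 further: potency means the concentration at half of the fitted maximal effect; plate controls were vehicle for no effect and no substrate for full effect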
ERK AVP block: vasopressin-driven ERK pathway inhibition | HEK293-V1b, vasopressin-stimulated pERK AlphaScreen | Potency, µM (doses to about 57.5 µM), for the others: top-dose activity, negative = inhibition, hits mostly inhibitors | actives 0.99% (n = 72,000) | AID 995; further: potency means the concentration at half of the fitted maximal effect; on the % scale 0 is the no-effect control and ±100 the full control effect; nearly all actives have a fitted effect of over 55% in size
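qHTS, compounds titrated on V1b-expressing HEK293 cells. Preincubation 30 min at 37C, vasopressin 25 nM for 5 min, lysis 10 min, bead incubation 5 hr at room temperature.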
CRE-bla Fsk: alters forskolin-stimulated CRE reporter signaling in CHO cells | CHO CRE-bla reporter (cAMP response element driving beta-lactamase), forskolin EC10, beta-lactamase ratio | Potency, µM (series often up to 38.2 µM), for inactives: top-dose activity change, negative = inhibition, hits mostly activators | actives 2.5% (n = 71,000); active means well fitted activation curve with a large enough effect in the signal ratio, with a control signal flat, not every such curve was filed as active; inconclusive means small, poorly fitted or top-dose-only effect, or effect the other way, or a change in a side signal; the % refers to the signal ratio; further: potency means the concentration at half of the fitted maximal effect; % of control where 0% means no effect
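qHTS titration format; CRE-bla CHO reporter; stimulus EC10 NKH 477, a water-soluble forskolin. Read: CCF4 460/530 nm ratio. Potency expressed as AC50 for activators or inhibitors.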
BRCT inh green: BRCA1 BRCT-phosphoprotein interaction inhibition; P38398; BRCA1 BRCT-phosphopeptide binding, green fluorescence polarization; Potency, µM (titrated, usually from 76.9 µM), without a hit: at the highest dose activity change, negative = inhibition, actives largely listed as inhibitors; actives 0.05% (n = 75,000);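 further: potency means the concentration at half of the fitted maximal effect; plate controls were peptide without protein for full effect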
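Fluorescence polarization: His-tagged BRCT (~35 kDa BRCA1 C-terminus, 250 nM) bound to 100 nM fluorescein-labeled phosphorylated 10-aa BACH1 peptide, pH 7.3 phosphate buffer with DTT and Tween 20. Compounds incubated 12 min at room temperature; inhibition read as lowered polarization.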
A350 autofl: A350 region autofluorescence; actives 11% (n = 59,000); Compound autofluorescence, 340/450 nm, Alexa 350 dye-equivalents; active compounds read high; max dye-equivalent concentration, M; in the data active means max dye-equivalent concentration above about 10 nM; inconclusive means mostly about 1.1 nM to 9.6 nM
HEK293 cAMP cs: raises cAMP in parental HEK293 cells, TSHR agonist counter-screen; Potency, µM (top dose mostly 57.1 µM), for inactives: top-dose activation, hits mostly activators; parental HEK293 CNG cAMP sensor, membrane potential fluorescence; actives 2.5% (n = 73,000); further: potency means the concentration at half of the fitted maximal effect; % of control where 0% means no effect; nearly all actives have a fitted effect of over 55% in size
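Counterscreen for endogenous-receptor signalling: CNG-channel HEK 293 cells report cAMP rise by membrane depolarization. After 60 min dye equilibration with 100 uM RO 20-1724, compounds incubated 30 min before bottom-read fluorescence at 590 nm.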
* = called active by the depositor; i = inactive; u = inconclusive; x = no result given; & = joins results of further samples; [ ] = another dose, or the depositor's remark. Unless noted, the call rests on the fitted dose curve; in most records, active means well fitted curve in the direction sought with a large enough effect; inconclusive means small, poorly fitted or top-dose-only effect, or another doubt; inactive means no such curve, though single readings can be large; an effect the other way counts as inactive or inconclusive.

SMILES	Caspase-7 inhib	BRCT PPI red	USP2a inh	Luciferase inh	Tau filament bind	Casp1 inh	ERK AVP block	CRE-bla Fsk	BRCT inh green	A350 autofl	HEK293 cAMP cs
CC(C)Oc1ccc(Cc2c(O)[nH]c(=O)[nH]c2=O)cc1	0%	1.9%	-3%	-1%	-1%	-2%	13%	2%	-0.8%	i	1%
CCC1CN2CCC1CC2C(Oc1cc2ccccc2c2ccccc12)c1ccnc2ccc(O)cc12 (stereo not drawn)	0%[11.5 µM]	0.7%[15.4 µM]	x	x	x	2%[11.5 µM]	26%[11.5 µM]	x	-0.2%[15.4 µM]	x	-3%[11.4 µM]
Cc1noc(C)c1C(=O)N1CCC2(CCCN(CC(C)C)C2)CC1	-1%	-1.5%	2%	2%[11.4 µM]	-4%	-2%	22%	u	-2.7%	i	16µM*
C#CCOC(=O)C1=CCCN(C)C1	1%&2%	-0.7%&1.5%	0%	-3%&0%	0%&1%	-2%&-2%	7%&-11%	-2%&-1%	-3.2%&-1.3%	i	9%&-4%
CCN(N=O)C(N)=O	-1%	-0.1%	x	x	-3%	-4%	20%	-2%	-1.0%	x	3%
ClC1=CCC2CN(CCN3CCCCC3)CC2C1 (stereo not drawn)	0%	0.0%	1%	-1%	-12%	-1%	2%	10%	-1.5%	i	u
COc1cc2c(c(OC)c1OC)-c1ccc(O)c(=O)cc1C(NC(C)=O)CC2 (stereo not drawn)	-1%	0.4%	-10%	x	x	-2%	-9%	x	-2.1%	x	x
CCCCn1c(O)c(C=NC2CC3CCC2(C)C3(C)C)c(=O)[nH]c1=O (stereo not drawn)	-24%	0.6%	11%	-1%	u	-13%	11%	13µM*	0.5%	1.5e-07M*	8%
CC(=O)N1CC2CC(C1)c1cccc(=O)n1C2 (stereo not drawn)	-1%	1.2%	x	x	x	-1%	-3%	x	-3.4%	x	x
CN1CCN(Cc2ccccc2C(F)(F)F)CC1	0%	0.5%	-1%[7.66 µM]	-1%	-3%[11.4 µM]	-1%	-1%	u	-0.6%	x	7%[11.4 µM]
COc1ccc(C(CN(C)C)C2(O)CCCCC2)cc1 (stereo not drawn)	-1%	0.4%	2%	x	x	3%	18%	x	-1.6%[3.08 µM]	x	x
NC[C@@H](O)CSP(=O)(O)O	0%[11.5 µM]	-1.3%[15.4 µM]	x	-1%[11.4 µM]	-3%[11.4 µM]	-7%[11.5 µM]	3%[11.5 µM]	-5%[7.6 µM]	1.3%[15.4 µM]	i	4%[11.4 µM]
NC(=O)CN1C2CCC1CC(NC(=O)C1CC1)C2 (stereo not drawn)	1%	-0.5%	3%	-7%	6%	-2%	-4%	11%	0.7%	i	-3%
NNc1c(C(N)=O)c2c(N)ncnc2n1[C@@H]1O[C@H](CO)[C@@H](O)[C@@H]1O	x	x	x	3%[11.4 µM]	-5%[11.4 µM]	x	x	u	x	i	-6%[11.4 µM]
N#CC1=C(N)Oc2n[nH]c(-c3ccccc3)c2C1c1cccc(OC(=O)N2CCOCC2)c1 (stereo not drawn)	1%	0.3%	103%[activator][46.1 µM]	0%	16%	-1%	-13%	-1%	3.0%	x	-11%
NC[C@H](O)c1ccc(O)cc1	0%[25.7 µM]	0.9%[34.4 µM]	6%[17.1 µM]	7%[25.5 µM]	5%[25.6 µM]	1%[25.7 µM]	20%[25.7 µM]	-1%[17.1 µM]	-1.0%[34.4 µM]	i	5%[25.6 µM]
COC1=CC(=O)OC(CCc2ccc3c(c2)OCO3)C1 (stereo not drawn)	1%	-1.9%	x	x	27%	-1%	-7%	-21%	-2.4%	x	26%
CCCCn1c(O)c(C(C)=NC(C)c2ccccc2)c(=O)[nH]c1=O (stereo not drawn)	-1%	0.3%	13%	-1%	2%	1%	-17%	u	-0.8%	u	23%
C[C@@]12CC(c3ccoc3)OC(=O)C1CC[C@@]1(C)C2C2C=C[C@@]1(O)C(=O)O2 (stereo partly drawn)	1%	0.3%	-12%	x	x	-2%	17%	x	-0.3%	x	x
CCC(C)C(=O)OC1C(O)C2C(CN3CC(C)CCC3[C@]2(C)O)C2C[C@]34O[C@@]5(O)C(OC(=O)C(C)(O)C(C)O)CCC3(C)C5C(OC(C)=O)C(OC(C)=O)C4[C@@]21O (stereo partly drawn)	0%	1.0%	20%	x	x	3%	9%	x	-2.2%[3.08 µM]	x	x
C[C@]12[C@H](O)CC3C(CC[C@@H]4C[C@@H](O)CC[C@]34C)[C@@]1(O)CC[C@@H]2C1=CC(=O)OC1 (stereo partly drawn)	1%	1.6%	x	x	x	2%	-9%	x	-2.9%	x	x
CC1CN=C(Nc2cccc3ccccc23)S1 (stereo not drawn)	-11%	-2.8%	14%	-4%	u	u	9%	u	-3.3%	u	28%
CC(=O)Nc1ccc(OC(=O)N(C)C)cc1	2%	-0.1%	x	2%	8%	-2%	4%	0%	-1.1%	i	-1%
CCN(CC)CCO[C@H]1CC[C@@]2(C)C(=CC[C@@H]3[C@H]2CC[C@]2(C)C(=O)CC[C@H]32)C1	1%	-0.7%	x	4%	u	3%	10%	u	-0.6%	x	17%
CCN1CCN(Cc2cc(Br)cc(OC)c2O)CC1	0%	-0.5%	-8%	0%	-2%	3%	-4%	-4%	-0.8%	i	1%
O[C@H]1C2CCC1C(N1CCCCC1)CC2 (stereo partly drawn)	-1%	-1.1%	-2%	0%	5%	-2%	-6%	-21%	-0.7%	u	0%
CCCN1CCC2(CC1)NC(CO)(CO)CO2	-2%	-2.8%	4%	2%	-18%	-1%	9%	15%	-3.0%	u	-1%
CCCCCn1c(SCCCC)nc2c1c(=O)[nH]c(=O)n2C	1%[0.00368 µM]	-0.8%	-2%	0%	10%	1%	u	u	0.7%	u	29%
O=C1CCCC2C3CC(CN12)C1CCCCN1C3 (stereo not drawn)	1%	1.3%	-10%	x	x	1%	1%	x	-0.7%	x	x
CC(C)(Cl)[N+](=O)[O-]	-3%	0.3%	x	x	-2%	-4%	-2%	-6%	-1.0%	x	-12%

Single entries from the results shown.
`C[C@]12[C@H](O)CC3C(CC[C@@H]4C[C@@H](O)CC[C@]34C)[C@@]1(O)CC[C@@H]2C1=CC(=O)OC1` (stereo partly drawn) in Caspase-7 inhib → 1%
`NC[C@H](O)c1ccc(O)cc1` in Tau filament bind → 5%[25.6 µM]

Following part
SMILES	Caspase-7 inhib	BRCT PPI red	USP2a inh	Luciferase inh	Tau filament bind	Casp1 inh	ERK AVP block	CRE-bla Fsk	BRCT inh green	A350 autofl	HEK293 cAMP cs
N#CCc1ccccc1	0%	0.1%	x	x	8%	-3%	8%	-1%	0.6%	x	-3%
CCCCCCOc1ccc(CN2CCN(C)CC2)cc1	1%	0.6%	12%	-28%	58%	-1%	-25%	14%	0.8%	x	17%
CN(c1ccccc1)S(=O)(=O)c1cccc(C(=O)N2CCN(c3ccccn3)CC2)c1	-3%	-0.7%	11%	4%	14%	0%	25µM*	2%	-2.6%	i	16µM*
O=C1CC(N(O)c2ccccc2)C(=O)N1Cc1ccccc1 (stereo not drawn)	-1%	1.8%	2%[7.66 µM]	-4%	-26%[11.4 µM]	0%	-17%	-9%[7.6 µM]	-2.2%	x	u
C=CCN1C[C@H](C)N([C@H](c2ccc(C(=O)N(CC)CC)cc2)c2cccc(OC)c2)C[C@H]1C	0%	0.4%	x	1%	5%	0%	-20%	0%	-3.7%	x	7%
CCOC(=O)c1ccc(COC(=O)c2ccc(-c3nnc(-c4ccccc4)o3)cc2)o1	1%	-0.4%	11%	-2%	22%	1%	-6%	9%	-1.9%	i	u
CCOC(=O)CC1=C(C(=O)OCC)C2(C(=O)N1)C(C(=O)OC)=C(N)Oc1ccccc12 (stereo not drawn)	-1%	1.1%	3%	0%	-1%	-1%	1%	-11%	-1.8%	i	3%
O=C=NC1CCCCC1	1%&0%	-0.5%&-1.2%	x	x	0%&-2%	-2%&0%	8%&-3%	-6%&-8%	-0.6%&-1.4%	x	6%&30%
CC1OC(O[C@@H]2C(O)CC(O[C@@H]3C(O)C[C@@H](OC4CC[C@]5(C)[C@H](CC[C@H]6[C@@H]5CC[C@]5(C)C(C7=CC(=O)OC7)C(O)C[C@@]65O)C4)OC3C)OC2C)CC(O)C1O (stereo partly drawn)	0%	-0.8%	50%[activator]	x	x	1%	13%	x	-1.4%	x	x
O=C(Cn1cc(C(=O)c2ccccc2)c2ccccc21)NCc1ccco1	-2%	0.2%	26%	-1%	0%	-1%	-3%	-7%	-1.9%	i	21%
C=CC1CN2CCC1CC2C(OC(=O)OCC)c1ccnc2ccc(OC)cc12 (stereo not drawn)	1%	-0.2%	25%	x	x	3%	-6%	x	0.7%[3.08 µM]	x	x

Not all compounds are listed, so the mix of outcomes need not match the whole.
